Pol kappa inh = qHTS for Inhibitors of Polymerase Kappa. DNA polymerase kappa (Homo sapiens), Q9UBT6. purified Pol kappa, fluorescent DNA synthesis assay, 10 min. Potency, µM (titrated, usually from 107 µM), for the others: at the top dose activity, negative = inhibition, actives largely listed as inhibitors. 400,000 tested, 0.53% active; note: potency is the fitted concentration of half-maximal effect; % is set by controls: 0 for no effect and ±100 for the full control effect
Target sequence (Q9UBT6 whole entry, looked up): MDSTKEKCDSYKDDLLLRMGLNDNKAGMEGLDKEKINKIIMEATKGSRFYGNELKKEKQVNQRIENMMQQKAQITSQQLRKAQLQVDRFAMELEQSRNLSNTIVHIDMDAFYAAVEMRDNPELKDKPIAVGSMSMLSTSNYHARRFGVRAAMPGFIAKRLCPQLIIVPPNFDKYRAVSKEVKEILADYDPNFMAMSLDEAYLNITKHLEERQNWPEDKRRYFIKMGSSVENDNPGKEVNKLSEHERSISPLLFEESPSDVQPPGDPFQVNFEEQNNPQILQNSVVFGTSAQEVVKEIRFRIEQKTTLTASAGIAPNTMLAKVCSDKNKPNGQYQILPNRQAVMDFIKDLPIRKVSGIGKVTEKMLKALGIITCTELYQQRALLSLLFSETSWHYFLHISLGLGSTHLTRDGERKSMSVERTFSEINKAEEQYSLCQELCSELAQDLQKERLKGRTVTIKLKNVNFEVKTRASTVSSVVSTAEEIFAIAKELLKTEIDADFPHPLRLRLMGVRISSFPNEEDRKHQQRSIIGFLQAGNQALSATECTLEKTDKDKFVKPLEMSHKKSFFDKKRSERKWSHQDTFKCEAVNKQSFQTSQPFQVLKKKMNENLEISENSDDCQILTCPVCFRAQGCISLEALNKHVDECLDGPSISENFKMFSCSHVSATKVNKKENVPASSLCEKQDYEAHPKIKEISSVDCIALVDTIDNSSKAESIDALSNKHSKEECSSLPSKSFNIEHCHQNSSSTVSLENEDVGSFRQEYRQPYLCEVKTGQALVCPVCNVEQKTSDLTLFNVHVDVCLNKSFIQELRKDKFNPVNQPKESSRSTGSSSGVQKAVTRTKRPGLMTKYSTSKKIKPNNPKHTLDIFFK
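Fluorescent qHTS in 1536-well format: enzyme (10 nM) and compound sat 15 min at room temperature before 50 nM substrate (final) was added. Signal taken at 0 and 10 min; no-enzyme buffer wells were negative controls.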
Apoferritin bind = qHTS Assay for Identification of Novel General Anesthetics | Potency, µM (highest dose often 77.5 µM), for the others: at the highest dose activity change, negative = displacement, usual class: inhibitors | AID 485281, 2010 | apoferritin/1-aminoanthracene competitive binding, fluorescence | Ferritin light chain (Equus caballus), P02791 | 350,000 tested, 0.074% active; note: potency is the fitted concentration of half-maximal effect; % is set by controls: 0 for no effect and ±100 for the full control effect; nearly all actives have a fitted effect of over 20% in size
Target sequence (P02791 2-175 limits assumed): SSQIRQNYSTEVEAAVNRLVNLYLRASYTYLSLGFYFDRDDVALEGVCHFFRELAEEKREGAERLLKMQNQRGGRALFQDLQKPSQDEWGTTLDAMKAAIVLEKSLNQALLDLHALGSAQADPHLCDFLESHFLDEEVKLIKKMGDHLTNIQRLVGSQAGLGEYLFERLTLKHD
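Apoferritin-based anesthetic binding model; compound displacement of fluorescent 1-AMA measured as endpoint fluorescence after 10 minutes at room temperature, scaled to free-ligand and complex controls.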
BLM inh = qHTS Assay for Inhibitors of Bloom's syndrome helicase (BLM). RecQ-like DNA helicase BLM (Homo sapiens), P54132. recombinant BLM DNA unwinding, fluorescence dequenching. Potency, µM (top dose mostly 56.1 µM), inactives show at the top dose activity change, negative = inhibition, most hits filed as inhibitors. 350,000 tested, 0.2% active. AID 2528, 2010;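 note: potency is the fitted concentration of half-maximal effect; plate controls were vehicle for no effect and no enzyme for full effect; nearly all actives have a fitted effect of over 35% in size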
POLB inh = qHTS Assay for Inhibitors of DNA Polymerase Beta; P06746; Pol beta primer extension/strand displacement, fluorescence kinetic; Potency, µM (titrated, usually from 114 µM), inactives show at the highest dose activity change, negative = inhibition, actives largely listed as inhibitors; 340,000 tested, 1.3% active; note: potency is the fitted concentration of half-maximal effect; % is set by controls: 0 for no effect and ±100 for the full control effect
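Human Pol beta at 10 nM; strand-displacement substrate 50 nM final. Compound exposure 15 min at room temperature before start, reaction 10 min at room temperature.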
Pol eta inh = qHTS for Inhibitors of Polymerase Eta | 390,000 tested, 1.2% active | recombinant Pol eta, fluorescent DNA replication assay | Potency, µM (titrated, usually from 114 µM), for inactives: at the top dose activity change, negative = inhibition, most hits filed as inhibitors | DNA polymerase eta (Homo sapiens), Q9Y253; note: potency is the fitted concentration of half-maximal effect; % is set by controls: 0 for no effect and ±100 for the full control effect
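Pol eta at 10 nM preincubated with compounds 15 min at room temperature; reaction started with fluorescent substrate (50 nM final) and read kinetically at 0 and 10 min.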
RXFP1 antag = qHTS Assay for Antagonists of the Relaxin Receptor RXFP1; HEK293-RXFP1, relaxin-stimulated cAMP HTRF, 30 min; hits give low values; activity change, negative = inhibition, % at 57.5 µM; Relaxin receptor 1 (Homo sapiens), Q9HBX9; 350,000 tested, 0.59% active;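 active = activity change of -60% or lower, but not beyond a set lower limit; inconclusive = change between -60% and -40%, or beyond the set limit; inactive = change above -40%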; note: % is set by controls: 0 for no effect and ±100 for the full control effect
Tb PGK inh = qHTS Assay to Find Inhibitors of Phosphoglycerate Kinase. Potency, µM (titrated, usually from 57.5 µM), for the others: top-dose activity change, negative = inhibition, most hits filed as inhibitors. 380,000 tested, 0.043% active. AID 602233, 2012. PGK/GAPDH coupled, Kinase-Glo luminescence, 60 min; note: potency is the fitted concentration of half-maximal effect; % is set by controls: 0 for no effect and ±100 for the full control effect; nearly all actives have a fitted effect of over 60% in size
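Recombinant glycosomal PGK reaction used 1,3-bisphosphoglycerate generated in-well by GAPDH (100nM final) in 100mM TEA pH 7.6, 5mM MgCl2, 0.01% Tween-20. After 60 minutes at room temperature, ATP was read by Kinase-Glo Plus luminescence end-point.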
POLI inh = qHTS for Inhibitors of Polymerase Iota; Potency, µM (series often up to 115 µM), inactives show at the top dose activity, negative = inhibition, actives largely listed as inhibitors; Pol iota fluorescent replication assay, 10 min; 390,000 tested, 1% active; note: potency is the fitted concentration of half-maximal effect
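Fluorescent replication assay read twice, at 0 min and 10 min after adding 50 nM (final) substrate. Enzyme (10 nM) and compounds were first incubated 15 min at room temperature; enzyme-free buffer wells were negative controls.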
APE1 inh = qHTS Assay for Inhibitors of the Human Apurinic/apyrimidinic Endonuclease 1 (APE1); DNA repair nuclease/redox regulator APEX1 (Homo sapiens), P27695; recombinant APE1, TAMRA/BHQ-2 abasic DNA cleavage fluorescence; Potency, µM (top dose mostly 65.8 µM), for the others: at the top dose activity change, negative = inhibition, usual class: inhibitors; 350,000 tested, 0.35% active; AID 2517, 2012;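 note: potency is the fitted concentration of half-maximal effect; plate controls were vehicle for no effect and reference inhibitor for full effect; nearly all actives have a fitted effect of over 55% in size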
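Step 1: APE1 (0.75 nM) with compound, 15 min RT. Step 2: add 50 nM fluorophore/quencher THF duplex. Step 3: three fluorescence reads 60 s apart (525/598 nm); read 3 minus read 1 = reaction progress.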
The depositor's hits bear a star; i = inactive; ? = inconclusive; . = no result given; & = joins results of further samples; [ ] = remark or other dose. Unless noted, calls come from the whole dose curve; as a rule, active = well fitted curve in the direction sought with a large enough effect; inconclusive = small, poorly fitted or top-dose-only effect, or another doubt; inactive = no such curve, though single readings can be large; an effect the other way counts as inactive or inconclusive.

| canonical_smiles | Apoferritin bind | RXFP1 antag | BLM inh | APE1 inh | Pol eta inh | Tb PGK inh | POLB inh | Pol kappa inh | POLI inh |
| --- | --- | --- | --- | --- | --- | --- | --- | --- | --- |
| COc1cc(NC(=O)/C=C/c2ccccc2[N+](=O)[O-])cc(OC)c1 | 6% | 18 | -5% | ? | -25% | -1% | ? | -12% | 15% |
| CCN(CC)Cc1cc2[nH]c3c4ccc(Cl)cc4ncc3c2cc1OC | -4% | 14 | 88%[activator] | ? | -13% | -3% | 50µM* | ? | ? |
| CCOc1ccc(C(=O)Nc2sc3c(c2C(=O)OC)CC(C)(C)NC3(C)C)cc1 | -6% | . | 2% | -6% | -5% | -4% | 35% | -18% | ? |
| Cc1ccc(C)c(NC(=S)N2CCN(S(=O)(=O)c3ccccc3)CC2)c1 | -13% | -4 | -3% | -4% | -4% | 0% | 13% | -14% | 17% |
| CC1CCN(c2nc(-c3ccc(F)cc3)cc(C(F)(F)F)n2)CC1 | -7% | 14 | -3% | 1% | -15% | -7% | 7% | 1% | 10% |
| COc1ccc(/C=C(\NC(=O)c2ccccc2)C(=O)N/N=C/c2cccnc2)cc1 | 4% | -1 | -3% | 1% | -9% | -15% | 6% | -7% | 20% |
| CCN(c1ccccc1)S(=O)(=O)c1ccc(N2CCN(c3ccc(O)cc3)CC2)nc1 | . | -14 | . | -16% | -24% | i | . | -9% | -19% |
| CCN(CC)CCCNC(=O)CCn1nc(-c2ccccc2)ccc1=O | -9% | 18 | -1% | 2% | -11% | -2% | 0% | -3% | -10% |
| CCc1ccccc1NC(=S)N1CCC(C(=O)c2ccc(F)cc2)CC1 | -18% | -10 | -5% | 0% | -17% | -10%[11.5 µM] | -25% | -8% | -8% |
| CCCCSc1nc(-c2cccc(OC)c2)nc2c1Cc1c(CO)cnc(C)c1O2 | -4% | 3 | -2% | . | -8% | i | 1% | -4% | 8% |

Compounds shown so far that have fluorine:
| canonical_smiles | Apoferritin bind | RXFP1 antag | BLM inh | APE1 inh | Pol eta inh | Tb PGK inh | POLB inh | Pol kappa inh | POLI inh |
| --- | --- | --- | --- | --- | --- | --- | --- | --- | --- |
| CC1CCN(c2nc(-c3ccc(F)cc3)cc(C(F)(F)F)n2)CC1 | -7% | 14 | -3% | 1% | -15% | -7% | 7% | 1% | 10% |
| CCc1ccccc1NC(=S)N1CCC(C(=O)c2ccc(F)cc2)CC1 | -18% | -10 | -5% | 0% | -17% | -10%[11.5 µM] | -25% | -8% | -8% |

Other entries:
| canonical_smiles | Apoferritin bind | RXFP1 antag | BLM inh | APE1 inh | Pol eta inh | Tb PGK inh | POLB inh | Pol kappa inh | POLI inh |
| --- | --- | --- | --- | --- | --- | --- | --- | --- | --- |
| COc1cccc(NC(=O)CN(C)C(=O)C2CC3C=CC2C3)c1 (stereo not drawn) | . | 6 | . | 0% | -9% | -11% | . | -1% | 36%[activator] |
| O=C(NC1CCN(C(=S)NCc2ccco2)CC1)NC12CC3CC(CC(C3)C1)C2 | ? | -3 | -10% | -2% | -9% | . | 10% | -7% | -20% |
| O=C(NCc1ccccc1C(F)(F)F)C1CC(c2ccccc2C(F)(F)F)=NO1 (stereo not drawn) | 8% | . | -1% | 9% | -5% | -7% | -9% | -4% | -14% |
| NC(=O)c1c(NC(=O)c2ccccc2)sc2c1CCc1ccccc1-2 | -12% | 9 | 0% | 2% | -3% | -4% | -12% | -19% | 14% |
| CN(C)CCCN(C(=O)c1ccc2c(c1)CCCC2)c1nc2cc3c(cc2s1)OCO3 | -12% | -32 | -8% | 9% | -6% | 2% | -24% | -14% | 18% |
| Cc1ncc([N+](=O)[O-])n1CC(=O)Nc1ccc(Cl)cc1 | -7% | 9 | -5% | 13% | -9% | i | 10% | -6% | 7% |
| Cc1cccc(S(=O)(=O)Nc2ccc(-c3ccc4nncn4n3)cc2)c1 | . | -13 | . | 6% | -5% | -1% | . | 0% | 34%[activator] |
| CCC1COCCS(=O)(=O)N1Cc1ccccc1 (stereo not drawn) | -17% | . | 1% | 12% | -8% | -3% | 32% | -10%&9% | -11%&27% |
| CCOC(=O)COc1cccc2c(=O)n(CC(=O)N3CCc4ccccc43)ccc12 | -7% | -2 | -3% | -4% | -11% | -2% | ? | 0% | -23% |
| Cc1ccc(NC(=Nc2ccc(Br)cc2)N2CCOCC2)cc1C | -11% | -22 | 1% | 72%[activator] | -6% | -7% | -15% | -4% | 19% |
| COc1ccc(C2/C=C\CN(C(=O)C3CCCCC3)CC(=O)N2Cc2ccc(F)cc2)cc1 (stereo not drawn) | -14%&-13% | . | -6%&-3% | -9%&0% | -16% | -2% | 1% | -2%&-1% | 20%&-10% |
| CO/N=C/NC(=O)NOCc1c(Cl)cccc1Cl | -16% | -2 | -9% | 1% | 2% | -7% | 10% | -10% | 12% |
| CCC1(CC)C(=O)N(c2ccccc2)C(=N)N(c2ccccc2)C1=O | . | -12 | . | . | -12% | i | . | 3% | 73%[activator] |
| CCc1ccccc1N(C(=O)CCC(=O)Nc1cc(C)on1)C(C(=O)NC1CCCC1)c1ccco1 (stereo not drawn) | ? | 1 | -3% | -1% | -6% | 11% | 14% | -3% | 8% |
| COc1cccc(NC(=O)c2ccc(CN3CCOCC3)cc2)c1 | -8% | -8 | 0% | 0% | -12% | -3% | -12% | -1% | 15% |
| CC[C@]1(C(=O)OC)[C@H]2C(=O)N(C)C(=O)[C@H]2[C@H]2CN=C(SCc3ccc(C(=O)OC)cc3)N21 | . | . | . | 35%[activator] | -16% | -1% | . | 18% | 0% |
| CC(CNCCCn1cnc2c(OCc3ccccc3)ncnc21)c1ccccc1 (stereo not drawn) | . | . | . | . | -4% | -8% | . | -7% | 5% |
| Cn1c(=O)c2c(nc(SCC(=O)NC34CC5CC(CC(C5)C3)C4)n2C)n(C)c1=O | 1% | -13 | 1% | 8% | -1% | 17% | 1% | -4% | 28% |
| COc1cccc(NC(=S)NCCc2ccccn2)c1 | -9% | 0 | -3% | 4% | 2% | . | -2% | 2% | -17% |
| CCOC(=O)CCNC(=O)N1CCC(CCC(=O)NCc2ccc(F)cc2)CC1 | -9% | 3 | 0% | 36% | -9% | 7% | 0% | -9% | 148%[activator] |
| CCOC(=O)Nc1ccc(S(=O)(=O)Nc2nccc(C)n2)cc1 | -3% | 4 | -4% | -5% | 7% | -4% | 4% | -16% | 8% |
| CCOC(=O)C1=C(C)NC(=O)NC1c1cccc(O)c1 (stereo not drawn) | -13% | -13 | -3% | 11% | -12% | i | 44% | -8% | 8% |
| S=c1[nH]cnc2sc(-c3ccccc3)cc12 | -11% | -20 | -11% | -2% | -15% | -2% | -17% | -8% | 89%[activator] |
| O=C(NCC1CCCN(Cc2cccc(C(F)(F)F)c2)C1)c1ccc(F)cc1 (stereo not drawn) | -13% | -2 | 1% | 4% | -8% | -2% | -18% | 4% | ? |
| O=C(Cn1cccn1)N1CCCC(N2CCN(c3cccc(C(F)(F)F)c3)CC2)C1 (stereo not drawn) | -10% | -2 | -2% | 25% | -14% | -7% | 6% | -9% | -4% |
| CN1C(=S)SC(N2OC3C(=O)N(c4ccccc4)C(=O)C3C2c2ccccc2)C1(C)C (stereo not drawn) | 0% | . | 1% | 1% | . | . | 45% | . | . |
| O=C(COC(=O)c1cnccn1)NCc1ccc(Cl)cc1 | -7% | 6 | -10% | -4% | 1% | -9% | -20% | -23% | 15% |
| COC(=O)c1ccc(NC(=O)C(=O)c2c[nH]c3ccccc23)cc1 | -5% | 0 | -3% | 0% | -16% | -2% | 27% | 5% | 36%[activator] |
| COc1ccc(-c2noc(CNC(=O)C(C)Oc3ccccc3)n2)cc1 (stereo not drawn) | -13% | 5 | 0% | -16% | -6% | -4% | 22% | -9% | -19% |
| COc1ccc(/C=C2\SC(=O)N=C2N)cc1 | -4% | -3 | -2% | 9% | ? | i | -9% | 1% | 5% |
| O=C(Nc1ccc(F)cc1)c1ccc(Br)c(S(=O)(=O)N2CCOCC2)c1 | 7% | -12 | -2% | 1% | -6% | 12% | 17% | -10% | -16% |
| CNc1ccccc1C(C)(C)c1cc(-c2cccc([N+](=O)[O-])c2)no1 | -11% | -14 | -7% | 14% | -19% | 0% | -5% | -4% | 20% |
| COc1ccc(N(CC(=O)Nc2cc(Cl)ccc2OC)S(=O)(=O)c2c(C)noc2C)cc1 | 32%[activator] | -1 | -7% | -6% | -16% | 2% | 15% | -6% | 10% |
| CCCCCC(=O)Nc1nnc(CCc2ccccc2)s1 | -8% | -10 | -5% | 36% | -19% | 5% | 15% | -7% | 30% |
| Cc1ccccc1CNC(=O)CCC(=O)N1CCOc2ccc(Cl)cc21 | -15% | 5 | -3% | 34% | -11% | -6% | 14% | 0% | -24% |
| Cc1c(C(=O)N(CC(C)C)c2c(N)n(Cc3ccccc3)c(=O)[nH]c2=O)sc2nc3n(c(=O)c12)CCC3 | . | -8 | . | 8% | -7% | i | . | -1% | 33%[activator] |
| CCOC(=O)c1ccc(NC(=O)CCNS(=O)(=O)c2cc(Br)cnc2N)cc1 | -12% | 10 | -6% | -20% | -13% | -1% | 9% | -9% | 7% |
| Cc1cccc(C(=O)N2CCC(=O)N([C@H](COCc3cccc(C(F)(F)F)c3)Cc3ccccc3)CC2)c1 | 5% | . | -10% | -7%[50.4 µM] | . | . | . | -14%[60.1 µM] | . |
| O=C1COc2ccc(C(=O)COC(=O)c3c(F)cccc3Cl)cc2N1 | . | -2 | . | 16% | -16% | -3% | . | 7% | 25% |
| CCOC(=O)N1CCN(C(=O)c2cccc(OC)c2O)CC1 | -3% | -6 | -2% | -1% | -10% | i | 1% | 6% | 4% |
| CC(=C\C(=O)O)/C(=C\c1cccc2ccccc12)C(=O)O | 0% | -25 | 0% | -2% | 5% | -1% | -1% | -9% | 20% |
| COc1ccc(Nc2ccccc2C(=O)O)cc1 | -4% | -21 | -4% | 1% | 3% | 1% | -1% | -18% | ? |

Assay outcomes from PubChem BioAssay.

Not all compounds are listed; count on the stated rates, not on these rows.
